# Compound activity as filed in PubChem.
# SENP1 inh = inhibitors of human SENP1 SUMO protease catalytic domain; Q9P0U3; 0.21% of 360,000 active; inhibition, % at 10 µM; recombinant SENP1 catalytic domain, CyPet-SUMO1-YPet FRET cleavage;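 active = inhibition at least 30% at 10 µM, raw YFP signal under a set limit, fluorescence ratio 0.5 to 1.5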;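 note: 0% = enzyme with DMSO and 100% = no enzyme wells; some results filed as inactive read as strong as hits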
#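 Material: hSENP1 catalytic domain, recombinant; medium: Tris pH 8 with BME, BSA, NP40 and catalase; compound: single concentration of 10 µM compound, 0.5% DMSO final; technique: FRET read of cyan and yellow fluorescence; timing: 50 min enzyme reaction, room temperature, light-protected; reagent: SFCypet-SUMO1-SFYpet substrate at 25 nM; control set: no-enzyme low, enzyme-DMSO high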
# MIN6 prolif = induces beta-cell replication in MIN6 cells; AID 2380; MIN6 cells proliferation, ATPlite luminescence, 48 h; cells starved in 0.2% serum; 100% = growth in 10% serum; proliferation, % at 10 µM; 0.29% of 330,000 active;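 active = compounds whose signal lies at least 3.5 SD above the mean of all wells on their plate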;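 note: 0% = DMSO-treated cells in low-serum medium and 100% = 10% serum control; some compounds called inactive have numbers as strong as hits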
# UBC13 polyUb = blocks human UBC13 polyubiquitin chain formation; P61088; TR-FRET; inhibition, % at 20 µM; 0.47% of 330,000 active; AID 485273; in the data active = inhibition above about 45%, passing the limit was not always enough
# Target sequence (P61088 whole entry, looked up): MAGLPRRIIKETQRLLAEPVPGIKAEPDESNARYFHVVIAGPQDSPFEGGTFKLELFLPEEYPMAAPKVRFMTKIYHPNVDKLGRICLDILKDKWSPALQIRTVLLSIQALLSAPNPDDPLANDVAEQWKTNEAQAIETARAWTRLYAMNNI
# SENP8 block-1 = blocks the human protease SENP8. 1.2% of 330,000 active. AID 2540. purified SENP8, Z-RLRGG-aminoluciferin cleavage, luminescence. inhibition, % at 10 µM; in the data active = inhibition above about 50%
# HKDC1 inhibitor = HKDC1 (human) hexokinase inhibition; 0.16% of 340,000 active; Q2TB90; recombinant HKDC1, G6PDH/diaphorase resazurin coupled fluorescence; AID 493160; inhibition, % at 20 µM;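 active = inhibition above about 35% when tested at 20 µM, limit read from the data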;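 note: plate controls were DMSO wells with enzyme for no effect and DMSO wells lacking enzyme for full effect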
# Target sequence (Q2TB90 whole entry, looked up): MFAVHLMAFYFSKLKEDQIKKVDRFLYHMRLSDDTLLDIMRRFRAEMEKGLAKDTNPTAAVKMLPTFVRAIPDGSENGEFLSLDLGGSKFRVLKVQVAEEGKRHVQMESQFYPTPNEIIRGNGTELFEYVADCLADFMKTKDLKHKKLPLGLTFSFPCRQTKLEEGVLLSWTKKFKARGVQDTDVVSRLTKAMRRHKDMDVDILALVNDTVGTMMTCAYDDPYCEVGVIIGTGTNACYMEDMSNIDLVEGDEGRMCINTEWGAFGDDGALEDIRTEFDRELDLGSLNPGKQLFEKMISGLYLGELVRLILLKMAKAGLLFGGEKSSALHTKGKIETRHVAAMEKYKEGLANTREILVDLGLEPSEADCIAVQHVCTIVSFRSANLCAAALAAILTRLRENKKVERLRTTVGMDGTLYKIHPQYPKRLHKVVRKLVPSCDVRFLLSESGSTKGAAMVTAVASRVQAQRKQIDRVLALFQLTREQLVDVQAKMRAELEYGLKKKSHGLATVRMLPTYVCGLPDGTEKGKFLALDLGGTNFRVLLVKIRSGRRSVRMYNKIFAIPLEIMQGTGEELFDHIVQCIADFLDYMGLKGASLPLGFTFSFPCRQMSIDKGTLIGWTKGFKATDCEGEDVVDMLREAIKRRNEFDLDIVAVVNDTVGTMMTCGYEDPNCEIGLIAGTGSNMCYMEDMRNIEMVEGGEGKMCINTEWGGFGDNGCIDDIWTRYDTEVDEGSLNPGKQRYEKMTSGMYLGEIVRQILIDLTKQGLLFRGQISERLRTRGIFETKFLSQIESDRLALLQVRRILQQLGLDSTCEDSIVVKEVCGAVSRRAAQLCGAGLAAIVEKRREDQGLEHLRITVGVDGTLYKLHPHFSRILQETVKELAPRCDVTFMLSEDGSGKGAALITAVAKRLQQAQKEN
#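 Material – in-house recombinant HK5 (HKDC1) enzyme · Quantity – HKDC1 at 5 µg/mL · Buffer or medium – pH 8.0 Tris buffer with 10 mM MgCl2 · Reagent – glucose with 1 mM ATP · Dosing – single 20 µM dose · Times – reaction time 90 min, room temperature, protected from light · Technique – resorufin fluorescence at 613 nm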
# SENP8 block-2 = inhibitors of human SENP8 protease; inhibition, % at 20 µM; 0.64% of 360,000 active; recombinant SENP8, Nedd8 substrate fluorescence; AID 602440; in the data active = inhibition mostly above about 40%, no sharp cut-off; inactive = mostly below about 27%
# PfG6PD inh = PfG6PD (Plasmodium falciparum) enzyme inhibition | inhibition, % at 20 µM | PfGluPho enzyme, NADPH resazurin-diaphorase fluorescence | 0.78% of 350,000 active;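 active = inhibition reaching at least a set limit at 20 µM in the primary screen, cut at about 59% in these data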;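 note: 0% = DMSO wells with substrate and 100% = DMSO wells lacking glucose-6-phosphate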
# SENP6 inh = SENP6 protease inhibition. Q9GZR1. Recombinant SENP6 catalytic domain, aminoluciferin luminescence. inhibition, % at 10 µM. 1.8% of 330,000 active. AID 2599;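 active = inhibition above about 50% at the single tested dose, limit read from the data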;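 note: plate controls were DMSO wells with enzyme for no effect and DMSO wells lacking enzyme for full effect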
# SENP7 block = SENP7 protease inhibition. 1.5% of 330,000 active. AID 434973. inhibition, % at 5 µM. recombinant SENP7, Z-RLRGG-aminoluciferin luminescence, 40 min. Q9BQF6;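 active = inhibition above about 50% at the single test dose, limit read from the data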;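 note: plate controls were DMSO with enzyme for no effect and no enzyme buffer wells for full effect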
# * = called active by the depositor; x = not tested or not shown.
SMILES,SENP1 inh,MIN6 prolif,UBC13 polyUb,SENP8 block-1,HKDC1 inhibitor,SENP8 block-2,PfG6PD inh,SENP6 inh,SENP7 block
CNc1nc(OCC(F)(F)F)nc(N2CCOCC2)n1,2,2,6,5,-8,15,-3,-17,2
Cc1cccc(N2C(=O)C3CCC(c4ccccc4)CC3C2=O)c1 (stereo not drawn),1,0,6,1,17,10,1,14,-4
COc1ccc(OC)c(C2CC(=O)C(C)C(c3cc(OC)ccc3OC)N2)c1 (stereo not drawn),3,0,4,2,0,18,-3,0,-3
COc1ccccc1C(=O)NC(=O)COC(=O)c1nc2nc(C)cc(C)n2n1,0,5,2,9,-6,-4,3,1,-3
COc1ccc(Br)c(C(=O)OCC(=O)NC(=O)NC2CCCC2)c1,0,0,11,1,1,5,18,-9,8
CCOc1ccc(CCNC(=O)CN2C(=O)NC(CCSC)C2=O)cc1OCC (stereo not drawn),2,-1,0,0,0,4,10,-3,-8
COCCn1nc2cc(C(=O)NCc3cc(C(F)(F)F)cc(C(F)(F)F)c3)ccc2c1OC,0,1,18,-14,-1,-484,4,-20,-15
COc1ccc(C)cc1NC(=O)CCS(=O)(=O)c1ccc2c(c1)oc(=O)n2C,1,1,10,-1,8,2,7,4,5
COc1ccc(-c2cc(-c3ccccc3)no2)cc1,0,-4,4,92*,2,16,18,97*,100*
N#Cc1cc([N+](=O)[O-])ccc1NCCCn1ccnc1,-2,-2,-4,1,-4,18,-16,1,0
CC(=O)N1N=C(c2ccccc2)CC1c1cn(Cc2ccccc2)c2ccccc12 (stereo not drawn),-78,-6,5,0,-4,-52,6,-5,0
CCc1nnc(NC(=O)c2ccc(S(=O)(=O)NCC(C)C)cc2)s1,0,-1,-3,2,-8,6,14,1,1
C/C(=N\NC(=O)c1ccco1)c1ccc(-c2ccccc2)cc1,-1,-4,-8,55*,-2,12,-2,67*,85*
Cc1cc(OCC(=O)N(C)Cc2ccccc2)ccc1Cl,0,-1,0,-13,-2,4,-10,-23,-2
COCCNC(=O)c1cc(-c2ccccc2OC)on1,1,-4,-1,-18,0,-28,9,-14,15
CCCCNC(=S)NNC(=O)c1c(Cl)c(C)nn1C,1,4,15,-3,-12,12,-10,-8,2
CCCCC(CC)CNC(=O)Cn1c(=S)[nH]c2ncccc2c1=O (stereo not drawn),x,-2,19,9,x,x,x,10,2
O=C(CC(c1ccccc1)C1CCCCC1=O)c1ccco1 (stereo not drawn),0,-2,-1,6,-4,15,4,0,-3
CCN(CC)c1ccc(/C=C(\C#N)C(=O)NCc2ccccc2)cc1,-28,-3,-23,-4,-6,-74,0,11,3
CC(=O)OCCNC(=O)Cn1cnc2c1c(=O)n(C)c(=O)n2C,1,-1,3,-4,0,15,-18,-31,2
CSc1ccc(CN(C)C(=O)CSCC(=O)Nc2ccc(C)cc2)cc1,-2,-2,8,3,0,0,44,-4,3
O=C(N/N=C/c1ccsc1)c1ccccn1,1,-4,2,21,-7,12,-4,30,24
O=C(COC(=O)c1cc(Br)ccc1O)c1ccc(F)cc1,2,-4,11,-2,-4,-37,9,-9,-13
COc1ccc(C2/C(=C(/O)c3ccc(F)cc3)C(=O)C(=O)N2c2ccccn2)cc1OC (stereo not drawn),9,-3,-5,-7,-1,14,4,5,9
CC(C)(C)C1CCc2c(sc(N)c2C(N)=O)C1 (stereo not drawn),-42,x,x,x,10,-473,48,x,x
Cc1ccccc1C1CCCN(C(=O)c2cc(COc3c(F)cccc3F)on2)C1 (stereo not drawn),1,-4,-1,-1,0,3,11,-19,2
CC1=C(C(=O)OC(C)C)C2(O)C(=O)c3ccccc3C2(O)N1 (stereo not drawn),3,0,-10,6,-5,26,-20,1,5
CCC(=O)Nc1ccc(S(=O)(=O)Nc2cc(C)on2)cc1,1,0,4,3,-5,8,-14,-4,-5
O=C(CSc1nc(-c2ccc(Cl)cc2)cs1)Nc1cccc([N+](=O)[O-])c1,1,-3,3,1,9,6,5,0,-8
Cc1ccc2oc(-c3ccccc3C(=O)O)cc(=O)c2c1,3,-1,4,-11,-9,-17,2,-6,-1
CC(C)(O)CC[C@H](OC(=O)c1ccccc1)[C@](C)(O)[C@H]1CC[C@@]2(O)C3=CC(=O)[C@@H]4C[C@@H](O)[C@H](O)C[C@]4(C)C3CC[C@]12C (stereo partly drawn),0,-2,4,2,-6,24,-11,-6,-1
COC(=O)C1=C(C)NC(=S)NC1c1ccc(OC(=O)c2ccco2)cc1 (stereo not drawn),4,-2,17,1,-4,20,-20,-6,-4
CCCCCCCCCNC(=O)[C@H](NC(=O)COc1ccccc1)[C@@H]1NC(C(=O)OC)C(C)(C)S1 (stereo partly drawn),1,-7,12,5,0,12,2,-11,-10
Cc1cccc(CN2CCc3c([nH]c4ccccc34)C2C(C)(C)C)n1 (stereo not drawn),-71,-2,8,-9,-3,-224,14,5,7
CC(NC(=S)Nc1ccccc1)C(c1cccs1)N1CCOCC1 (stereo not drawn),2,5,8,-7,-5,27,2,-27,-5
O=C(O)C1C2OC3C(OC(=O)C31)C2Br (stereo not drawn),4,x,x,x,-6,6,3,x,x
COC(=O)CSc1nnc(CCc2ccccc2)n1C,4,-1,-1,-10,-6,9,6,-10,-10
O=C(Nc1nnc(C2CCCC2)s1)C1CCN(S(=O)(=O)c2ccc(Cl)cc2)CC1,2,-2,-3,-2,9,12,-15,7,3
CC1CN(C(=O)Nc2ccc(F)cc2)C2(CCCCCC2)O1 (stereo not drawn),2,-4,1,5,-8,1,-12,5,5
CC(C)NC(=O)CSc1nnc2sc3ccccc3n12,3,2,13,-4,-12,5,8,5,7
CC12CCCCC1(O)[N+](=O)C1=C(CCCC1)N2[O-] (stereo not drawn),2,1,-14,-8,8,30,-1,-1,10
CCN1CCN=C1Nc1ccccc1,0,-1,-2,1,-8,11,-12,-4,8
CCOc1ccccc1C(=O)NCC(=O)OCC(=O)N1C(C)CCCC1C (stereo not drawn),1,1,2,0,2,18,-15,10,7
O=C(NCC(c1cccs1)N1CCOCC1)c1ccc(Cl)c([N+](=O)[O-])c1 (stereo not drawn),5,-3,-5,-9,-13,17,-8,-2,1
CCOC(=O)CNc1c(-c2ccc(OC)cc2)nc2ccc(Cl)cn12,-25,1,0,1,-2,-278,74*,-5,10
O=C(NCCN1CCOCC1)N1c2ccccc2Sc2ccccc21,2,-3,0,6,-7,8,13,-11,6
CCOc1ccc(-c2c(C(=O)N/N=C(\C)c3cccnc3)nnn2-c2nonc2N)cc1,2,-3,-10,-2,-2,-367,11,-8,12
COCCN(CC1CCCN(C2Cc3ccccc3C2)C1)C(=O)CCC(F)(F)F (stereo not drawn),-2,-2,-1,3,0,5,5,12,-1

# 13 structures from above, ordered by count of non-hydrogen atoms, lowest first:
SMILES,SENP1 inh,MIN6 prolif,UBC13 polyUb,SENP8 block-1,HKDC1 inhibitor,SENP8 block-2,PfG6PD inh,SENP6 inh,SENP7 block
CCN1CCN=C1Nc1ccccc1,0,-1,-2,1,-8,11,-12,-4,8
CC12CCCCC1(O)[N+](=O)C1=C(CCCC1)N2[O-] (stereo not drawn),2,1,-14,-8,8,30,-1,-1,10
COC(=O)CSc1nnc(CCc2ccccc2)n1C,4,-1,-1,-10,-6,9,6,-10,-10
Cc1ccc2oc(-c3ccccc3C(=O)O)cc(=O)c2c1,3,-1,4,-11,-9,-17,2,-6,-1
CC1CN(C(=O)Nc2ccc(F)cc2)C2(CCCCCC2)O1 (stereo not drawn),2,-4,1,5,-8,1,-12,5,5
CC(NC(=S)Nc1ccccc1)C(c1cccs1)N1CCOCC1 (stereo not drawn),2,5,8,-7,-5,27,2,-27,-5
O=C(NCCN1CCOCC1)N1c2ccccc2Sc2ccccc21,2,-3,0,6,-7,8,13,-11,6
COC(=O)C1=C(C)NC(=S)NC1c1ccc(OC(=O)c2ccco2)cc1 (stereo not drawn),4,-2,17,1,-4,20,-20,-6,-4
CCOc1ccccc1C(=O)NCC(=O)OCC(=O)N1C(C)CCCC1C (stereo not drawn),1,1,2,0,2,18,-15,10,7
O=C(Nc1nnc(C2CCCC2)s1)C1CCN(S(=O)(=O)c2ccc(Cl)cc2)CC1,2,-2,-3,-2,9,12,-15,7,3
CCOc1ccc(-c2c(C(=O)N/N=C(\C)c3cccnc3)nnn2-c2nonc2N)cc1,2,-3,-10,-2,-2,-367,11,-8,12
CCCCCCCCCNC(=O)[C@H](NC(=O)COc1ccccc1)[C@@H]1NC(C(=O)OC)C(C)(C)S1 (stereo partly drawn),1,-7,12,5,0,12,2,-11,-10
CC(C)(O)CC[C@H](OC(=O)c1ccccc1)[C@](C)(O)[C@H]1CC[C@@]2(O)C3=CC(=O)[C@@H]4C[C@@H](O)[C@H](O)C[C@]4(C)C3CC[C@]12C (stereo partly drawn),0,-2,4,2,-6,24,-11,-6,-1

# Next part.
SMILES,SENP1 inh,MIN6 prolif,UBC13 polyUb,SENP8 block-1,HKDC1 inhibitor,SENP8 block-2,PfG6PD inh,SENP6 inh,SENP7 block
Cc1ccc(-c2cc(C(=O)NCc3cccnc3)no2)cc1,-1,-3,3,-7,-3,7,9,3,11
Cc1cc(NC(=O)COC(=O)c2cc(S(=O)(=O)N3CCOCC3)ccc2N2CCCCC2)no1,5,0,-2,-4,-3,18,-10,-25,0
CC(C)[C@H](N)c1cn([C@@H](CO)C(=O)N2CCNCC2)nn1,2,0,-2,-5,-1,14,7,-12,-1
COc1ccc(C2C(C(=O)NCCN3CCOCC3)c3ccccc3C(=O)N2C2CCCCC2)cc1 (stereo not drawn),x,1,-6,-12,-2,x,0,-10,-8
O=C(N1CCCCC1)C12CC3CC(CC(C3)C1)C2,3,-1,-7,-7,1,16,-6,-8,-6
Cn1nnnc1SCC(=O)N1CCc2ccccc2C1,2,-3,-4,-7,-4,40,-11,-10,1
COc1ccc(CC(=O)Nc2cc(S(=O)(=O)N3CCOCC3)ccc2N2CCCC2)cc1OC,0,0,5,5,-5,15,-3,4,6
O=C(O)C1=CC[C@@H](c2ccc(Cl)cc2)N(S(=O)(=O)c2ccc(Cl)cc2)[C@H]1c1ccccc1,-1,-4,-18,0,11,14,-29,-14,9

# Compound profiles, from the list above:
# COc1ccc(CC(=O)Nc2cc(S(=O)(=O)N3CCOCC3)ccc2N2CCCC2)cc1OC as listed: SENP1 inh: 0; MIN6 prolif: 0; UBC13 polyUb: 5; SENP8 block-1: 5; HKDC1 inhibitor: -5; SENP8 block-2: 15; PfG6PD inh: -3; SENP6 inh: 4; SENP7 block: 6
# COc1ccc(C2C(C(=O)NCCN3CCOCC3)c3ccccc3C(=O)N2C2CCCCC2)cc1 (stereo not drawn) as listed: SENP1 inh: x; MIN6 prolif: 1; UBC13 polyUb: -6; SENP8 block-1: -12; HKDC1 inhibitor: -2; SENP8 block-2: x; PfG6PD inh: 0; SENP6 inh: -10; SENP7 block: -8
